# MgcRacGAP inhibition: MgcRacGAP GTPase-activating activity inhibitors, confirmation, biochemical, ADP Hunter fluorescence. Rac GTPase-activating protein 1 (Homo sapiens). MgcRacGAP-stimulated Rac1 GTP hydrolysis, ADP Hunter fluorescence; higher % means a stronger effect; GST-tagged Rac1 F28L mutant substrate. inhibition, % at 30 µM; hits with a dose series show IC50 in µM. 340,000 compounds, 0.6% hits. AID 624330, 2012;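 active means first-screen hits whose inhibition reached a set limit at any dose in the follow-up dose series; inconclusive means inhibition above the set first-screen limit but never retested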;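 further: fluorescence reports GDP produced by GAP-driven GTP hydrolysis; strong numbers were not always called active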
# AID2073: inhibitors of Mint1-CaV2.2 protein interaction, biochemical, HTRF (AID 2073); HTRF protein-protein interaction, Mint1-CaV2.2; higher % means a stronger effect; 290,000 compounds, 0.19% hits; inhibition, % at 20 µM; hits with a dose series show IC50 in µM; Voltage-dependent N-type calcium channel subunit alpha-1B (Homo sapiens); in the data active means inhibition mostly above about 51%, no sharp cut-off; inconclusive means no clear call, values can overlap the other calls; inactive means mostly below about 53%; further: some results filed as inactive read as strong as hits
# GPR55 antagonists: GPR55 antagonists blocking LPI-driven arrestin recruitment, primary screen, imaging, U2OS, beta-arrestin-GFP, LPI agonist (AID 2013) | G-protein coupled receptor 55 (Homo sapiens) | 290,000 compounds, 0.13% hits | U2OS GPR55 beta-arrestin-GFP translocation imaging, LPI antagonism; higher % means a stronger effect | inhibition, % at 10 µM; hits with a dose series show IC50 in µM;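 active means spots per cell inhibited over 60%, with over 100 cells counted and total cytoplasm intensity under 500,000; inconclusive means wells with under 100 cells, flagged as likely toxic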;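 further: U2OS cells stably carrying GPR55 and arrestin-GFP stimulated by 5 µM LPI near EC80; imaged beta-arrestin-GFP aggregate spots per cell after agonist stimulation; plate controls were LPI-stimulated DMSO wells for no effect and DMSO wells without LPI for full effect; some results filed as inactive read as strong as hits; confirmed hits need IC50 under 10 µM and bright autofluorescent wells are also inconclusive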
# Large T inhibition: SV40 large T antigen inhibitors, biochemical (AID 1903); SV40 large T antigen ATPase/helicase inhibition assay; higher % means a stronger effect; inhibition, % at 20 µM, or IC50 in µM where a hit was titrated; 310,000 compounds, 0.39% hits; in the data active means a potency from the dose series; inconclusive means inhibition mostly from about 32% at the one dose, without a potency; inactive means the rest, 99 in 100 with inhibition below about 32%; further: strong numbers were not always called active
# GPR35 antagonists: GPR35 antagonists blocking zaprinast-driven arrestin recruitment, primary screen, imaging, U2OS, beta-arrestin-GFP, zaprinast agonist (AID 2058); U2OS GPR35 beta-arrestin-GFP translocation imaging, zaprinast antagonism; higher % means a stronger effect; inhibition, % at 10 µM; hits with a dose series show IC50 in µM; 290,000 compounds, 0.052% hits;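 active means inhibition of at least 50% with at least 30 cells and total cytoplasm GFP at most 10,000,000; inconclusive means under 30 cells or total GFP of 10,000,000 plus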
# GPR55 beta-arrestin: GPR55 agonists via beta-arrestin recruitment, primary screen, imaging, U2OS cells, beta-arrestin-GFP redistribution (AID 1961). U2OS GPR55 beta-arrestin-GFP redistribution imaging; higher % means a stronger effect. one-dose activation, % at 10 µM; EC50 in µM for titrated hits. 290,000 compounds, 0.048% hits;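 active means activation above 40% with more than 50 cells counted in the well; inconclusive means wells holding fewer than 50 cells, flagged as toxic or sparse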;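 further: U2OS osteosarcoma cells stably expressing GPR55 and beta-arrestin-GFP; plate controls were DMSO negative control for no effect and LPI positive control for full effect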
# NTR1 ag: agonists of NTR1, primary screen, imaging, U2OS cells, beta-arrestin-GFP, high content (AID 493036). NTR1-U2OS beta-arrestin-GFP spot imaging, agonist mode. Neurotensin receptor type 1 (Homo sapiens), P30989. 330,000 compounds, 0.17% hits. activation, % at 20 µM;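 active means activation at or above 40% of the spot to cytoplasm intensity ratio, with at least 20 cells analyzed; inconclusive means wells under 20 cells, flagged as cytotoxic or low count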;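 further: 0% = DMSO without peptide and 100% = 100 nM NTR1 peptide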
# Target sequence (P30989 whole entry, looked up): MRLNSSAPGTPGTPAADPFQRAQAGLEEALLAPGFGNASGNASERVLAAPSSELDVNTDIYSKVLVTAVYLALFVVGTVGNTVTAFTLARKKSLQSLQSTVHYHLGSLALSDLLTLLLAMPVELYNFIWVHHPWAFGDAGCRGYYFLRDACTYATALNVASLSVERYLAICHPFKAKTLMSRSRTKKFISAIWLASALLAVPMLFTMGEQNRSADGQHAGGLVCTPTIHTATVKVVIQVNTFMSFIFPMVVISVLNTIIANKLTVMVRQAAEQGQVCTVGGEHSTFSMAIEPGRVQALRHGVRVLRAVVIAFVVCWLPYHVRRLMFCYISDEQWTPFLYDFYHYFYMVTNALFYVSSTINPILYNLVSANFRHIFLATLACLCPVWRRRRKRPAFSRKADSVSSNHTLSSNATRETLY
# NS5 inhibitors: Dengue-2 NS5 methyltransferase inhibitors, primary screen, biochemical, confirmation dose response (AID 588689) | 340,000 compounds, 0.3% hits | Genome polyprotein (Dengue virus type 2 (strain 16681-PDK53)) | inhibition, % at 25 µM; hits with a dose series show IC50 in µM | Dengue-2 NS5 methyltransferase capping enzyme assay, biochemical; higher % means a stronger effect; in the data active means a potency from the dose series; inconclusive means inhibition above about 29% without an active follow-up result
# Yfh1-depleted yeast: enhancers of respiration in Yfh1-depleted yeast, dose response, Friedreich's ataxia, plus single-dose screen (AID 1465) | fold induction at 50 µM; hits with a dose series show EC50 in µM | S. cerevisiae Yfh1-off respiration, WST-1 reduction, 72 h; higher fold induction means a stronger effect | 220,000 compounds, 0.074% hits;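 active means fold induction of absorbance versus untreated yeast above a set limit, then at least 30% activation at any dose in follow-up; inconclusive means repeats straddling the limit, or above it without dose testing; inactive means fold induction below the set limit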;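 further: activators that raise dye reduction in frataxin-depleted yeast; strong numbers were not always called active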
# NTR1 ag cell count 20 µM: second read-out of NTR1 ag, no call of its own (marks repeat the call); cell count; measured here: cell count, cytotoxicity flag
# NS5 inhibitors pilot replicate: also measured in NS5 inhibitors; calls as there; inhibition, %; measured here: pilot screen replicate inhibition
# Active calls of the source: *; i = inactive; ? = inconclusive; / = no result given.
SMILES,MgcRacGAP inhibition,AID2073,GPR55 antagonists,Large T inhibition,GPR35 antagonists,GPR55 beta-arrestin,NTR1 ag,NTR1 ag cell count 20 µM,NS5 inhibitors,Yfh1-depleted yeast,others
O=C(c1ccccc1)c1c(O)cc(-c2ccccc2)oc1=O,3%,2%,5%,5%,5%,-0.2%,1.8,49,-4%,i,
Cc1ccc(NC(=O)CSc2ncccn2)cc1F,4%,-11%,14%,9%,-3%,0.7%,0.4,32,2%,i,
Cc1c(NC(=O)CN2c3ccccc3CC2C)c(=O)n(-c2ccccc2)n1C (stereo unspecified),-9%,8%,10%,15%,-15%,0.0%,4.0,59,-10%,i,
COc1ccc(OC)c(NS(=O)(=O)c2cccs2)c1,16%,6%,4%,4%,-11%,0.7%,-1.4,82,1%,i,NS5 inhibitors pilot replicate=3.9
O=C(NCc1ccc(F)cc1)c1ccc[nH]1,14%,-8%,7%,6%,-5%,0.3%,0.8,41,-10%,i,
CCOC(=O)Nc1ccccc1C(=O)N1CCOCC1,2%,3%,6%,10%,2%,-0.3%,-1.6,72,2%,i,
COc1ccc(C2CC(C(F)(F)F)n3nc(C(=O)Nc4ccc5c(c4)OCO5)cc3N2)cc1 (stereo unspecified),6%,-4%,0%,7%,20%,0.1%,2.0,55,-4%,i,
COc1ccc(-c2noc(C(=O)NCc3ccccc3Cl)n2)cc1OC,4%,-5%,10%,5%,-1%,-0.3%,-1.8,76,-1%,i,
CCOc1cc(CO)cc(Br)c1OCC(N)=O,2%,0%,-6%,1%,-16%,0.3%,0.6,67,-3%,i,
COc1cc(C2=Nc3c(c(C)nn3-c3ccccc3)P(=O)(N3CCOCC3)O2)cc(OC)c1OC (stereo unspecified),-2%,12%,-2%,6%,-7%,-0.3%,0.3,44,-2%,i,
CC(C)CCn1c(SCCN2CCOCC2)nc2c1c(=O)[nH]c(=O)n2C,8%,-3%,10%,3%,-6%,-0.2%,1.8,80,5%,i,
COC(=O)c1c(NC(=O)C2Cc3ccccc3C(=O)O2)sc2c1CCCC2 (stereo unspecified),13%,20%,0%,-1%,-6%,-0.1%,7.0,84,9%,i,
Cc1cccc(C)c1NC(=S)N(Cc1ccccc1)Cc1cccs1,3%,-19%,2%,4%,-6%,-0.3%,5.7,77,-5%,i,
CCOC(=O)Cn1nc(C)c(-c2ccccc2)c1N,13%,-4%,-27%,5%,0%,-0.2%,1.3,75,-4%,i,
O=C(NC1CCCCC1)NC12CC3CC(CC(C3)C1)C2,-1%,-5%,-11%,4%,-4%,0.0%,5.2,68,-1%,i,
CCOC(=O)NC(=O)CSc1nnnn1-c1ccccc1,4%,-9%,0%,-2%,-16%,-0.2%,-1.0,60,1%,i,
O=C(O)COc1ccc(/C=N/NC(=O)COc2nsnc2N2CCOCC2)cc1,1%,3%,-2%,1%,14%,-0.2%,-2.2,104,-5%,i,
Cc1ccc(Sc2ccc(N)cc2C#N)cc1,4%,/,/,/,/,/,-0.3,44,12%,i,
CCN(CC)C(=S)SCC(=O)Nc1ncc2c(n1)CC(C)(C)CC2=O,/,-3%,1%,10%,-4%,0.0%,-1.2,44,/,i,
CCc1ccc(N2CC(C(=O)Nc3ccc(S(=O)(=O)N4CCCCC4)cc3)CC2=O)cc1 (stereo unspecified),1%,8%,6%,-6%,-2%,-0.2%,6.3,78,-7%,/,
COCCNC(=O)c1ccc2c3n(nc2c1)-c1ccccc1CO3,7%,2%,1%,17%,-3%,-0.2%,-0.8,91,-2%,i,
CC(=O)N1CCC2(CC1)C(C#N)=C(N)OC1=C2C(=O)CC(C)(C)C1,13%,-14%,-15%,12%,3%,-0.2%,-0.5,57,-3%,i,
CC(=O)Oc1cc2cccc(OC(C)=O)c(=O)c2c(OC(C)=O)c1OC(C)=O,-21%,20%,3%,32%,2%,0.3%,-1.3,91,17%,i,
CNS(=O)(=O)c1ccc(Cl)nc1,18%,2%,1%,8%,-15%,-0.2%,2.7,32,0%,i,
Cc1nn(C)c(C)c1S(=O)(=O)N(CC(=O)Nc1ccc2c(c1)OCO2)c1ccc(C(C)C)cc1,0%,13%,6%,-1%,-2%,0.3%,-0.7,96,-1%,i,
CC(=O)Nc1cc(NC(C)=O)cc(C(=O)NC(C)(C)C)c1,3%,3%,13%,12%,-3%,-0.2%,0.7,78,1%,i,
CN(CC(=O)Nc1ccc(Cl)c(C(F)(F)F)c1)C(=O)Cc1ccsc1,6%,/,/,6%,/,/,-0.6,65,-3%,/,
CCOC(=O)N1CCN(c2ncnc3c2cnn3-c2ccc(Cl)cc2)CC1,/,16%,-2%,1%,26%,0.0%,/,/,/,i,
Cc1cc(NC(=O)CCc2ccc(S(=O)(=O)N3CCOCC3)cc2)n(-c2ccccc2)n1,0%,4%,-2%,3%,-12%,-0.1%,-0.6,36,-3%,i,
CCOC(=O)c1c(Cc2ccccc2)c[nH]c1C,6%,-9%,-2%,-3%,15%,0.5%,-0.4,35,-7%,i,
Cc1ccc(OCCNC(=O)c2cc(C(=O)NCCOc3ccc(C)cc3)cc([N+](=O)[O-])c2)cc1,6%,-5%,16%,19%,-7%,-0.2%,0.6,71,-2%,i,
COCC(=O)Nc1ccc(S(=O)(=O)N2CCCC2)cc1,5%,11%,12%,17%,3%,-0.1%,2.1,81,-3%,/,
CCCCC(=O)Nc1c(-c2cccc(OC)c2)c(=O)c2ccccc2n1C,4%,7%,-3%,-2%,13%,-0.2%,0.9,82,-6%,/,
S=C(Nc1ccccc1)Nc1nc2ccccc2n1CCOc1ccccc1,8%,1%,-7%,18%,-5%,0.3%,-3.2,87,1%,i,
CCCn1cc(CN2CCC(N3CCC(C(=O)N4CCOCC4)CC3)CC2)c(C)n1,9%,-14%,2%,/,6%,-0.2%,0.0,75,-2%,i,
Cc1ccc(OCC(=O)NC(=S)Nc2ccc3c4c(cccc24)CC3)cc1,3%,38%,1%,-3%,-8%,0.2%,2.8,88,11%,i,
CCOCCCNC(=O)C(c1ccccc1)N(Cc1cccs1)C(=O)c1ccccc1O (stereo unspecified),-6%,15%,7%,5%,-21%,-1.2%,-0.4,81,/,i,
CC1(C)C(c2cccs2)=[N+]([O-])C2(CCCCC/C2=N\NC(N)=S)N1O (stereo unspecified),15%,1%,2%,-1%,0%,-0.1%,2.9,34,-5%,i,
CCc1ccc(NCc2ccc(OC)c(Cn3ccnc3)c2)cc1,/,12%,8%,28%,-4%,0.0%,-0.6,74,-6%,/,
CCOc1c(C=C(C#N)C#N)c2ccccc2n1CC,38%,-12%,7%,31%,5%,0.1%,0.7,59,-25%,i,
CCOc1ccccc1Nc1ncccc1C(=O)O,-3%,-11%,13%,19%,9%,-0.1%,0.9,82,-7%,i,
O=C(Nc1ccccc1C(=O)NCCN1CCOCC1)c1ccc(Cl)cc1Cl,13%,2%,6%,22%,2%,-0.2%,-1.4,95,-3%,i,
CC(=O)NC(Cc1ccccc1F)C(=O)NC1CCN(c2ncccc2[N+](=O)[O-])CC1 (stereo unspecified),-1%,2%,0%,4%,5%,-0.1%,0.6,45,-10%,i,
Cn1c2c(c(=O)n(C)c1=O)[C@@]1(C(=O)Nc3ccccc31)C(C#N)=C(N)O2,15%,3%,-6%,28%,10%,-0.2%,-0.1,92,-1%,i,
Cn1c(=O)[nH]c(=O)c2c1nc(N1CCN(CCO)CC1)n2CCSc1nc2ccccc2s1,-1%,-4%,-3%,4%,6%,-0.1%,22,80,1%,i,
CCN(C(=O)COC(=O)c1cccnc1Nc1cccc(C(F)(F)F)c1)C1CCS(=O)(=O)C1 (stereo unspecified),3%,12%,9%,5%,7%,0.4%,3.2,47,-6%,i,
Cc1ccc(C)c(S(=O)(=O)N2CCN(C(=O)Cc3ccc(S(=O)(=O)N4CCOCC4)s3)CC2)c1,10%,/,/,6%,/,/,1.2,45,-1%,/,
[O-][n+]1onc2c1CCc1nnccc1-2,-3%,-2%,17%,-5%,6%,-0.1%,-1.2,43,-3%,i,
CCOC(=O)c1[nH]c2ccccc2c1N=CN(CC)CC,15%,6%,7%,13%,2%,0.0%,3.7,54,-3%,i,
COc1ccc(-n2c(=S)[nH]c3cc(C(=O)Nc4ccc(F)cc4)ccc3c2=O)c(OC)c1,4%,11%,2%,0%,-9%,-0.1%,-1.5,47,-2%,/,
COC(=O)c1ccc(COc2cccc(C)c2C)cc1,1%,2%,-4%,6%,-5%,0.2%,3.4,34,4%,i,
CCOC(=O)N1CCN(C(=O)CSCc2ccccc2Cl)CC1,4%,2%,9%,3%,26%,1.6%,5.8,79,-5%,i,
O=C(NC1CC1)C1CCN(C2CCN(C(=O)c3c(F)cccc3Cl)CC2)CC1,1%,?,4%,6%,-6%,-0.1%,-0.2,61,4%,/,
COc1ccc(CNC(=O)CSc2nc3[nH]ncc3c(=O)n2-c2ccccc2Br)cc1,/,-7%,17%,6%,-8%,-0.6%,0.6,39,/,i,
CN(c1ccccc1)S(=O)(=O)c1cccc(C(=O)NCCCN2CCCC2=O)c1,6%,/,/,20%,/,/,0.4,74,-1%,/,
Cc1ccc(CSc2nnc(-c3cccc(S(=O)(=O)N4CCOCC4)c3)n2CC(C)C)cc1,9%,-7%,6%,4%,-5%,0.0%,0.7,34,0%,i,
CCn1c(=O)c(C(=O)Nc2cnccn2)c(O)c2ccccc21,/,9%,-6%,/,1%,-0.1%,/,/,/,/,
O=C(NC1CCCCC1)C(c1cccnc1)N(CCc1ccccc1)C(=O)Cc1cccs1 (stereo unspecified),-11%,0%,5%,7%,-4%,-0.3%,2.6,48,-2%,i,
CCOc1ccc(C(=O)NC2CCN(C(=O)Nc3ccc(F)cc3)CC2)cc1,7%,5%,15%,1%,12%,-0.2%,-2.2,61,-1%,/,
O=S(=O)(C/C(=C/CO)S(=O)(=O)c1ccccc1)c1ccccc1,17%,-7%,25%,?,-17%,1.5%,5.0,74,-29%,i,

# Bioassay records deposited in PubChem BioAssay by several laboratories.
